SKKanGAS inh: SKKanGAS growth inhibition; S. pyogenes SKKanGAS, kanamycin growth, BacTiter-Glo, 6 h; inhibition, % at 7.5 µM; 300,000 compounds, 1.3% hits;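 active = mean replicate score, as percent of positive control median, at least 50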;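 note: strain carries kanamycin resistance gene driven by streptokinase promoter and grows in 40 µg/ml kanamycin; loss of luminescence reflects streptokinase promoter inhibition or plain growth inhibition; 0% = median of DMSO wells and 100% = positive control at its reference dose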
TRPC4 inh: blocks the mouse TRPC4 cation channel; 300,000 compounds, 0.39% hits; HEK293 TRPC4beta/mu-opioid, DAMGO-evoked Fluo4 calcium flux; active compounds read low; B-score at 10 µM;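 active = B-score over 3 SD under the library average, no early fluorescence shift, positive overall ratio signal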
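Assay system: TRPC4beta/mu-opioid receptor HEK293 cell line; compound dosing: single concentration per test compound; detection: Fluo4 Ca2+ flux fluorescence; evaluation: per-well B score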
TRPC6 activator: activators of mouse TRPC6 channel; Q61143; HEK293-TRPC6 membrane potential dye fluorescence; active compounds read high; B-score at 10 µM; 310,000 compounds, 0.13% hits;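 active = B-score of the integrated fluorescence ratio above library mean plus 3 SD, and starting fluorescence ratio within library mean plus 5 SD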;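 note: higher score means more depolarization so channel activation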
TMEM16A inh: mouse TMEM16A channel inhibition, primary screen; Q8BHY3; HEK293 TMEM16A/YFP iodide influx fluorescence, ionomycin; normalized B-score (activity score, 25-100; higher = stronger inhibition) at 10 µM; 310,000 compounds, 1.2% hits;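 active = ratio plate-corrected score three or more library SD toward inhibition, starting fluorescence score within five deviations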;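 note: score derived from kinetic fluorescence span divided by baseline fluorescence per well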
Target sequence (Q8BHY3 whole entry, looked up): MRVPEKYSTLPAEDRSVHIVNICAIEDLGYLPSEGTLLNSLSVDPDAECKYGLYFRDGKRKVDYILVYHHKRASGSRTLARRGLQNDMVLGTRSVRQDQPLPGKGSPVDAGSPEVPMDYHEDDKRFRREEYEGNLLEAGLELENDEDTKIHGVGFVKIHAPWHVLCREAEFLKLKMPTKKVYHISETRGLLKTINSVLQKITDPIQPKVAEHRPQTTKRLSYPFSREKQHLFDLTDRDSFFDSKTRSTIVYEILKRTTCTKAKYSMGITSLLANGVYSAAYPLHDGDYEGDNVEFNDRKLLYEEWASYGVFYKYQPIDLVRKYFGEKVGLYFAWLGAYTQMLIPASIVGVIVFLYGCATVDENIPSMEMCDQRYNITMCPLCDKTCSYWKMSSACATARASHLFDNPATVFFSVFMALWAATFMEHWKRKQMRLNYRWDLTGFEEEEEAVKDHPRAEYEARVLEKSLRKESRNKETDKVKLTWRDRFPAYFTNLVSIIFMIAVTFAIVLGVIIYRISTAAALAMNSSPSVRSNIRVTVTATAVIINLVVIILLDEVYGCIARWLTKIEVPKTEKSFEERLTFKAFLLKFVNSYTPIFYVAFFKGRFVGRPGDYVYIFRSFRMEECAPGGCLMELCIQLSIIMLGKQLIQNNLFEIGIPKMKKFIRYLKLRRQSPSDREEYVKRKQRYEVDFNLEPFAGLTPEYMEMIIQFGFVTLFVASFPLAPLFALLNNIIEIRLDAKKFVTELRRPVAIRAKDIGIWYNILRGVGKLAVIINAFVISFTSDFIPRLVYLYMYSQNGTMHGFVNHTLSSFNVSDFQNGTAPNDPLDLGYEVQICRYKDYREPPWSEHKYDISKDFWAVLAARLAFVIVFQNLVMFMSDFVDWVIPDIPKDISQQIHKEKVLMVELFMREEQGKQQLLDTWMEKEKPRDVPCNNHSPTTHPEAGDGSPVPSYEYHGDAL
TRPC4 act: TRPC4 (mouse) channel activation; Q9QUQ5; HEK293 TRPC4beta/mu-opioid, Fluo4 calcium fluorescence; active compounds read high; B-score at 10 µM; 310,000 compounds, 0.49% hits;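 active = B-score above 5 SD of library B-scores, and initial fluorescence ratio not above library mean plus 5 SD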;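 note: positive B-score marks a calcium rise read as TRPC4 activation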
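Incubation: 45 min room-temperature Fluo4 loading, 110 s read / System: HEK293 cells stably co-expressing mouse TRPC4beta and mu-opioid receptor / Signal: Fluo4 fluorescence, kinetic / Control set: buffer (low) and maximal DAMGO (high) / Measure: integrated baseline-normalised fluorescence ratio, converted to per-well B score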
MrgX1 agonist: activates human MrgX1 receptor signaling | MrgX1-HEK293 cells, Fluo-4 calcium fluorescence, agonist mode; active compounds read high | B-score at 10 µM | 310,000 compounds, 0.44% hits | AID 588627;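 active = calcium response B-score plate-corrected fluorescence ratio at least 3 library SD, with starting fluorescence B-score inside 5 SD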
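Material: HEK293 cells stably expressing human MrgX1 receptor | Quantity: 15,000 cells per well | Times: Cells plated overnight, dye loaded 0.5 h 37 °C, 0.5 h room temperature | Measured by: Kinetic Fluo-4 NW fluorescence of intracellular calcium | Control set: Positive and negative controls per plate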
TRPC4 potent: TRPC4 (mouse) allosteric potentiation; Q9QUQ5; HEK293 TRPC4beta/mu-opioid, DAMGO EC20, Fluo-4 Ca2+ flux; active compounds read high; B-score at 10 µM; 310,000 compounds, 0.42% hits; AID 2227;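 active = B-score of calcium response area above 5 SD of library B-scores, with initial fluorescence ratio within 5 SD of library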;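 note: B-score of integrated fluorescence ratio over time as area under calcium response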
MrgX1 allo act: allosterically activates human MrgX1 receptor signaling | Q96LB2 | MrgX1-HEK293, Fluo-4 calcium flux, FDSS; active compounds read high | B-score at 10 µM | 310,000 compounds, 0.63% hits | AID 588675;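 active = plate-corrected calcium response at least 3 library SD above typical, normal starting fluorescence, not activating the receptor alone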;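 note: compound read alongside a low EC10 to EC30 dose of BAM8-22 agonist; peak minus trough fluorescence over baseline measured at the second addition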
ANO1 activ: activators or potentiators of mouse TMEM16A chloride channel; Q8BHY3; HEK293 TMEM16A/YFP-H148Q/I152L, iodide quench fluorescence; active compounds read low; B-score at 10 µM; 340,000 compounds, 0.3% hits;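 active = fluorescence-ratio B-score plate-corrected deviation score at least 3 library SD below zero, with starting fluorescence score within 5 deviations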;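 note: channel opened by trigger with iodide after compound preincubation; score built on the fluorescence ratio of max minus min over baseline; more negative score means more quench and so TMEM16A activation or potentiation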
MrgX1 antagonist: blocks BAM8-22 activation of human MrgX1 receptor. 310,000 compounds, 1.3% hits. MRGX1-HEK293 calcium flux, Fluo-4, BAM8-22 antagonism; active compounds read low. AID 588676. Q96LB2. B-score at 10 µM;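 active = calcium-response B-score plate-corrected more than 3 library SD below zero, starting fluorescence within 5 deviations, no agonist response on first addition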;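 note: peak minus trough fluorescence over baseline after final BAM8-22 challenge near maximal dose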
TRPC6 inh: blocks the mouse TRPC6 cation channel; Q61143; HEK293-TRPC6, membrane potential dye, ACh-evoked depolarization; active compounds read low; B-score at 10 µM; 310,000 compounds, 1.1% hits; AID 2553;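 active = B-score under library mean minus 3 SD, initial fluorescence not abnormally high, positive integrated signal ratio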;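 note: B-score derived from integrated fluorescence ratio over the kinetic read; more negative B-score means stronger inhibition of depolarization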
* hit, by the source's call; i = inactive.

SMILES	TRPC4 inh	TRPC4 act	MrgX1 agonist	MrgX1 allo act	SKKanGAS inh	TRPC4 potent	MrgX1 antagonist	ANO1 activ	TRPC6 activator	TRPC6 inh	TMEM16A inh
COc1ccc(CCN(Cc2cccs2)S(=O)(=O)c2ccc(S(=O)(=O)N3CCCCCC3)cc2)cc1OC	i	i	i	i	8	i	i	i	i	i	i
O=S(=O)(Nc1ccc(S(=O)(=O)N2CCOCC2)cc1)c1ccc(Br)cc1	i	i	i	i	-1	i	i	i	i	i	i
CCN(CC)CC(O)COc1ccc2c(c1)c(C(C)=O)c(C)n2-c1ccccc1 (configuration not stated)	i	i	i	i	0	i	i	i	i	-5.5*	i
CCN(CC)S(=O)(=O)c1cc(NC(=O)C(C)N2CCc3ccccc32)ccc1C (configuration not stated)	i	i	i	i	5	i	i	i	i	i	i
CCOc1ccc(-c2nnn(CC(=O)N3CCN(c4ccc(F)cc4)CC3)n2)cc1OCC	i	i	i	i	4	i	i	i	i	i	i
C=CCn1c(N)cc(=O)nc1SCC(=O)Nc1ccc2ccccc2c1	i	i	i	i	9	i	i	i	i	i	i
C=CCOC(=O)C1=C(C)OC(N)=C(C#N)C1c1ccc(F)cc1 (configuration not stated)	i	i	i	i	1	i	i	i	i	i	i
COc1ccc(N2CCN(C(=O)COC(=O)CCS(=O)(=O)c3ccc(C)cc3)CC2)cc1	i	i	i	i	-4	i	i	i	i	i	i
COc1ccc(C(=O)Oc2ccc3c(C)cc(=O)oc3c2C(C)=O)cc1	i	i	i	i	0	i	-4.6*	i	i	i	i
O=C(c1cccc(C(F)(F)F)c1)N1CCc2c([nH]c3ccccc23)C1C(F)(F)F (configuration not stated)	i	i	i	i	18	i	i	i	i	i	i
CC(=O)c1ccc(NC(=O)CS(=O)(=O)c2cn(CC(=O)N3CCOCC3)c3ccccc23)cc1	i	i	i	i	-1	i	i	i	i	i	i
CCCSc1ccc([C@@H]2[C@H]3C(=O)N(CC)C(=O)[C@H]3[C@]3(C(=O)OC)CCCCN23)cc1OC	i	i	i	i	8	i	i	i	i	i	i
Cc1cc(NC(=O)C2CC2)ccc1NC(=O)c1cccs1	i	i	i	i	1	i	i	i	i	i	i
Cc1cc(C(=O)COC(=O)CC2Sc3ccccc3NC2=O)c(C)n1-c1ccccc1 (configuration not stated)	i	i	i	i	4	i	i	i	i	i	i
C=CCN1CC(=O)N2C(c3ccccc3)c3[nH]c4ccccc4c3C[C@H]2C1=O (some centres not stated)	i	i	i	i	9	13*	i	i	i	i	i
COC(/C=C/Nc1ccc(Br)cc1)=C(C#N)C#N	i	i	i	i	-17	i	i	i	i	i	i
COCC(=O)N/N=C\c1cccc(OC)c1OC/C=C/c1ccccc1	i	i	i	i	7	i	i	i	i	i	i
COc1cc(C(=O)NCC(=O)N/N=C/c2ccco2)cc(OC)c1OC	i	i	i	i	-3	i	i	i	i	i	i
O=C(Nc1ccccc1N1CCOCC1)c1cnccn1	i	i	i	i	-4	i	i	i	i	i	i
COCCCn1c(C23CC4CC(CC(C4)C2)C3)n[nH]c1=S	i	i	i	i	4	i	i	i	i	i	i
CS(=O)(=O)c1ccc(Cl)c(NC(=O)Cc2c(F)cccc2Cl)c1	i	i	i	i	-4	i	i	i	i	i	i
COc1ccc(CNS(=O)(=O)CCNC(=O)c2cccc(OC)c2)cc1	i	i	i	i	-6	i	i	i	i	i	i
Cc1ccc2c(c1)N(C(=O)CCC(=O)NCCN1CCOCC1)CCO2	i	i	i	i	3	i	i	i	i	i	i
COc1ccccc1NC(=O)Cc1c(F)cccc1Cl	i	i	i	i	-6	i	i	i	i	i	i
CCC(C)NC(=O)c1ccc2c(c1)N(Cc1ccccc1)C(=O)CS2 (configuration not stated)	i	i	i	i	-7	i	i	i	i	i	i
CC(C)(C)OC(=O)[C@H](Cc1ccccc1)NC(=O)c1nc[nH]c1C(=O)NC1CCN(C(=O)OC(C)(C)C)CC1	i	i	i	i	18	i	i	i	i	i	i
O=C(NCCCn1ccnc1)C1c2ccccc2Oc2ccccc21	i	i	i	i	0	i	i	i	i	-6*	i
CC(=O)N1[C@H](Cc2ccccc2)C=C[C@]1(C)C(=O)NCCc1c[nH]c2ccccc12	i	i	i	i	-1	i	i	i	i	i	i
CN(N=Nc1cccc([N+](=O)[O-])c1)c1ccccc1	i	i	i	i	2	i	i	i	i	i	i
Cc1cc(NC(=O)CN(C)S(=O)(=O)c2cccc(Cl)c2)no1	i	i	i	i	1	i	i	i	i	i	i

Part of the list above, with each value named:
> COc1ccccc1NC(=O)Cc1c(F)cccc1Cl
  TRPC4 inh: i
  TRPC4 act: i
  MrgX1 agonist: i
  MrgX1 allo act: i
  SKKanGAS inh: -6
  TRPC4 potent: i
  MrgX1 antagonist: i
  ANO1 activ: i
  TRPC6 activator: i
  TRPC6 inh: i
  TMEM16A inh: i

> COc1ccc(CCN(Cc2cccs2)S(=O)(=O)c2ccc(S(=O)(=O)N3CCCCCC3)cc2)cc1OC
  TRPC4 inh: i
  TRPC4 act: i
  MrgX1 agonist: i
  MrgX1 allo act: i
  SKKanGAS inh: 8
  TRPC4 potent: i
  MrgX1 antagonist: i
  ANO1 activ: i
  TRPC6 activator: i
  TRPC6 inh: i
  TMEM16A inh: i

Later entries
SMILES	TRPC4 inh	TRPC4 act	MrgX1 agonist	MrgX1 allo act	SKKanGAS inh	TRPC4 potent	MrgX1 antagonist	ANO1 activ	TRPC6 activator	TRPC6 inh	TMEM16A inh
CCOc1ccc(C2Nc3ccc4ccccc4c3-c3c2c(=O)oc2ccccc32)cc1 (configuration not stated)	i	i	i	i	17	i	i	i	i	i	i
Cc1ccccc1-c1nc(C#N)c(NCc2ccco2)o1	i	i	i	i	3	i	i	i	i	i	i
S=C(c1ccc(-c2ccc(Cl)cc2Cl)o1)N1CCCC1	i	i	i	i	2	i	i	i	i	i	i
O=C1S/C(=C/c2ccccc2)C(=O)N1CC(O)Cn1c2ccccc2c2ccccc21 (configuration not stated)	i	i	i	i	10	i	i	i	i	i	i
COC(=O)CSc1nc2ccc(N)cc2s1	i	i	i	i	-3	i	i	i	i	i	i
Cc1cccc(NC(=S)N(CCCN2CCOCC2)Cc2cn(C)c3ccccc23)c1	i	i	i	i	2	i	i	i	i	i	i
Nc1ccc(C(=O)N2N=C(c3ccc(F)cc3)CC2(O)C(F)(F)F)cc1 (configuration not stated)	i	i	i	i	5	i	i	i	i	i	i
COc1ccc(Cl)cc1NC(=O)c1nnn(CC(=O)Nc2cc(C)cc(C)c2)c1N	i	i	i	i	1	i	i	i	i	i	i
Cc1nnc(SCC(=O)NNC(=O)c2ccccc2)n1-c1ccccc1	i	i	i	i	17	i	i	i	i	i	i
Cc1c(C(=O)N2CCCCC2)c(S(=O)(=O)N2CCN(c3ccccc3F)CC2)c(C)n1C	i	i	i	i	-2	i	i	i	i	i	i
O=C(CN1CCN(c2ccc(O)cc2)CC1)NC(c1ccccc1)c1ccccc1	i	i	i	i	5	i	i	i	i	i	i
CCc1nnc(NC(=O)CSc2nnc(-c3ccc(S(=O)(=O)N4CCCC4)cc3)n2CC)s1	i	i	i	i	-7	i	i	i	i	i	i
COc1ccc(OCc2nnc(SCC(=O)Nc3ccccc3Cl)o2)cc1	i	i	i	i	-3	i	i	i	i	i	i
O=C(CSc1ccc(-c2ccco2)nn1)NCc1ccccc1Cl	i	i	i	i	-2	i	i	i	i	i	i
CCOc1ccc2c(c1)C(C)=CC(C)(C)N2C(=O)Nc1ccccc1F	i	i	i	i	-5	i	i	i	i	i	i
CCOCCCNC(=O)C(NC(=O)c1ccccc1O)c1ccccc1 (configuration not stated)	i	i	i	i	4	i	i	i	i	i	i
Cc1c(N=Cc2c(O)n(C3CCCCC3)c(=O)[nH]c2=O)c(=O)n(-c2ccccc2)n1C	i	i	i	i	-1	i	i	i	i	i	i
CC1(C)CC(=O)C2=C(C1)Nc1ccccc1NC2	i	i	34*	i	-3	i	i	i	i	i	i
COc1cccc(C(C(=O)NC2CCCCC2)N(CCN2CCOCC2)C(=O)C2COc3ccccc3O2)c1 (configuration not stated)	i	i	i	i	0	i	i	i	i	i	i
CCOc1ccc2[nH]c(S(=O)(=O)CC)nc2c1Cl	i	i	i	i	0	i	i	i	i	i	i
COCCN(C(=S)Nc1cc(C)cc(C)c1)C(C)c1ccco1 (configuration not stated)	i	i	i	8.2*	-5	i	i	i	i	i	i
O=C(NCCN1CCOCC1)NC1(C(F)(F)F)Oc2ccc(Cl)cc2O1 (configuration not stated)	i	i	i	i	-3	i	i	i	i	i	i
COC(=O)C1=CN(Cc2ccc(OC)cc2)C=C(C(=O)OC)C1c1cccs1	i	i	i	i	1	i	i	i	i	i	i
O=C(Oc1ccccc1N1C(=O)C2CC=CCC2C1=O)c1ccc(Br)cc1 (configuration not stated)	i	i	i	i	4	i	i	i	i	i	i
CCOC(=O)/C(=N\Nc1cc(Cl)ccc1Cl)N1CCN(CC)CC1	i	i	i	i	4	i	i	i	i	i	i
Cc1cc2ccc(C)c(C)c2nc1SCC(=O)c1cccs1	i	i	i	i	15	i	i	i	i	i	i
COc1ccccc1CN(C)C(=O)C1(c2ccc(Cl)cc2)CC1	i	i	i	i	2	i	i	i	i	i	i
Cc1ccc(S(=O)(=O)NCC(=O)NCC(=O)OCC(=O)NC(=O)NC(C)(C)C)cc1C	i	i	i	i	0	i	i	i	i	i	i
Cc1ccc(C)c(S(=O)(=O)N2CCN(C(=O)C3CCN(c4ncnc5sc(C)c(C)c45)CC3)CC2)c1	i	i	i	i	22	i	i	i	i	i	i
Cc1ccccc1S(=O)(=O)Cc1ccc(C(=O)NC2CCCCC2C)o1 (configuration not stated)	i	i	i	i	-6	i	i	i	i	i	i
CCNC(=O)c1ccc(N(C)S(=O)(=O)c2cccs2)cc1	i	i	i	i	-3	i	i	i	i	i	i
COc1ccc(S(=O)(=O)NCC2CCCN(C(=O)c3ccco3)C2)cc1 (configuration not stated)	i	i	i	i	-19	i	i	i	i	i	i
COc1ccc(C(=O)NCC(=O)OCC(=O)NC(=O)NC2CCCCC2)cc1OC	i	i	i	i	-4	i	i	i	i	i	i

Screens from PubChem.
